High-throughput results: PubChem, several laboratories
p97 ATPase inh – blocks human p97 ATPase activity; recombinant p97 ATPase, Kinase-Glo ATP luminescence, 3 h; inhibition, % at 8 µM; P55072; hit rate 0.42% among 220,000; in the data active = inhibition above about 15%;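 note: 0% = DMSO vehicle and 100% = wells lacking enzyme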
PGE2 EP2 inh – EP2 receptor (human) inhibition; P43116; C6 glioma cells expressing human EP2, cAMP TR-FRET; cells stimulated with saturating PGE2; inhibition, % at 25 µM; hit rate 0.52% among 260,000; AID 1422;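 active = percent inhibition above 40 after rounding to a whole number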;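 note: rat C6 glioma host cells with rolipram phosphodiesterase inhibitor present; the protocol text gives 20 µM as final concentration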
NPY Y1 blocker – antagonists of human neuropeptide Y receptor Y1; P25929; HEK293-CNG Y1 cells, membrane potential fluorescence; NPY at EC95, then isoproterenol; inhibition, % at 3.6 µM; hit rate 1% among 200,000; AID 1040;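 active = inhibition above the campaign mean inhibition of all tested compounds plus 3 SD, cut at about 20% in these data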;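 note: 0% = DMSO wells given NPY plus isoproterenol and 100% = isoproterenol alone without NPY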
Target sequence (P25929 whole entry, looked up): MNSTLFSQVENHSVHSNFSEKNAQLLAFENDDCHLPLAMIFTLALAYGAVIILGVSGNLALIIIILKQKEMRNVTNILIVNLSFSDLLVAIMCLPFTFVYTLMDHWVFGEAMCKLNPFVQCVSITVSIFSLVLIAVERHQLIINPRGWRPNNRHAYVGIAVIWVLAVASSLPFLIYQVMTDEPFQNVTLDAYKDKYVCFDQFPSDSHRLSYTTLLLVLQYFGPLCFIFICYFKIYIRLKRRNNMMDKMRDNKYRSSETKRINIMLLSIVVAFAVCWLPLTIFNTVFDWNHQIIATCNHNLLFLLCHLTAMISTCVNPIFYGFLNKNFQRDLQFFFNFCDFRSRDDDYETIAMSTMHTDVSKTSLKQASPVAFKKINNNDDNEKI
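Material: HEK293 cells co-expressing NPY Y1 receptor and cyclic-nucleotide gated channel. Timing: compound incubation 1 h at room temperature, readout 45 min post-stimulation. Signal: fluorescence, membrane potential probe.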
S1P4 agonist – human S1P4 receptor agonism; hit rate 0.35% among 220,000; activation, % at 4.98 µM; O95977; S1P4-expressing cell line, agonist reporter assay; in the data active = activation above about 11%;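 note: 0% = DMSO vehicle and 100% = reference agonist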
S1P4 antag – human S1P4 receptor antagonism | S1P4-expressing cells, antagonist mode, reporter read-out | inhibition, % at 4.98 µM | hit rate 0.26% among 220,000 | O95977 | AID 1510; in the data active = inhibition above about 29%;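 note: 0% = wells stimulated with agonist and 100% = vehicle wells without agonist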
EP2 mod – modulates human prostaglandin E2 receptor EP2 signaling | P43116 | EP2-expressing cells, cAMP HTRF FRET, PGE2 co-stimulation | induction, % at 25 µM | hit rate 0.83% among 260,000;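 active = compounds whose cAMP rise, as percent of the full-agonist control response, exceeds 60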;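 note: rat C6 glioma line stably carrying human EP2 under a CMV promoter; the protocol text gives 20 µM as final concentration; 100% = response of wells given 1 µM PGE2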
eIF4E-4G inh – inhibitors of eIF4E and eIF4G interaction in translation initiation; P63073+Q04637; TR-FRET eIF4E-eIF4GI(517-606) binding, 2 h; inhibition, % at 21.7 µM; hit rate 0.37% among 220,000; AID 782;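 active = inhibition above about 30%, limit read from the data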;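 note: 0% = full FRET control wells and 100% = background wells lacking eIF4GI fragment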
NPY1 pot ag – potentiators or agonists of human neuropeptide Y receptor Y1 | P25929 | hit rate 0.37% among 220,000 | NPY-Y1 expressing cells, potentiator/agonist activation | AID 1304 | activation, % at 3.6 µM; in the data active = activation above about 33%, passing the limit was not always enough;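 note: cells stimulated with NPY at EC10 then isoproterenol at EC100; 0% = low agonist plus stimulus and 100% = saturating agonist plus stimulus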
NPY2 pot ag – potentiates or activates human NPY-Y2 receptor; cells expressing NPY-Y2, potentiator/agonist read-out; activation, % at 3.6 µM; hit rate 0.45% among 220,000; AID 1359; in the data active = activation above about 27%;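 note: cells stimulated with NPY near EC25 plus isoproterenol at EC100; 0% = vehicle plus submaximal agonist and 100% = vehicle plus saturating agonist; some results beyond the cut were filed as inactive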
Target sequence (P49146 whole entry, looked up): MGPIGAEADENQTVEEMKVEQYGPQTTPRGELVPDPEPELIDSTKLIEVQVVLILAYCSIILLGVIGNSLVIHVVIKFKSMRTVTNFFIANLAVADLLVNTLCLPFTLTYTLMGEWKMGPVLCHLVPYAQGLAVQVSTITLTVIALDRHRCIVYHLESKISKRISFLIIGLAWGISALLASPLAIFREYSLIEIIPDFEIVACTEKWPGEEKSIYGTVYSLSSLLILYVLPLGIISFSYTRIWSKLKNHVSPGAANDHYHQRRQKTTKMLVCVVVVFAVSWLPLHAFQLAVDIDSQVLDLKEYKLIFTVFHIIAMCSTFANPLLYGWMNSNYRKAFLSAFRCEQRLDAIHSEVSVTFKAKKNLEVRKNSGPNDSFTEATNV
* marks the source's active call; other numbers are inactive results; x = no result given; & = joins results of further samples; [ ] = dose if it differs, or a comment. These rows are one share of the data; count on the stated rates, not on these rows.

SMILES | p97 ATPase inh | PGE2 EP2 inh | NPY Y1 blocker | S1P4 agonist | S1P4 antag | EP2 mod | eIF4E-4G inh | NPY1 pot ag | NPY2 pot ag
O=S(=O)(Nc1nc2ccccc2nc1-[n+]1cccc(N=C([O-])c2ccccc2Cl)c1)c1ccccc1 | -1 | 13 | x | -0.2 | 4 | -11 | 0 | 16 | 1
Cc1ccc(-n2cccc2/C=C2/C(=N)N3C(=NC2=O)SN=C3S(C)(=O)=O)cc1 | 8 | 9 | 4 | 1.8 | 0 | 9 | 24 | 4 | 0
O=c1c2ccccc2c2ccccc2c(=O)n1Cc1cccnc1 | 3 | 7 | -4 | -1.1 | -16 | 6 | 11 | 1 | 2
CCCCN(CC)S(=O)(=O)N1CCC(C(=O)NCc2ccc(F)cc2)CC1 | -9 | 9 | -5 | -1.7 | 4 | 19 | 9 | -24 | -16
CCOc1ccc(NCc2nc3ccccc3n2CCOc2ccccc2)cc1 | -6 | 7 | 2 | 0.6 | -23 | 17 | -3 | -8 | -4
O=C(COc1ccccc1[N+](=O)[O-])OC1CCS(=O)(=O)C1 (stereo not given) | 5 | 6 | -3 | -0.7 | 11 | 23 | 0 | 4 | -2
O=C(Nc1cccc(S(=O)(=O)NC2=NCCC2)c1)C1CCC1 | 2 | 5 | 1 | 0.4 | -1 | -13 | 0 | -3 | 5
CC(C)NS(=O)(=O)c1ccc(OCC(=O)N2CCc3ccccc3C2)cc1 | 2 | 5 | -2 | 0.2 | -3 | -22 | 1 | 5 | 3
CC1CCOC(c2coc3ccccc3c2=O)O1 (stereo not given) | -6 | 11 | -3 | 1.3 | -1 | -1 | -1 | -5 | 6
NC(=NC(=O)c1ccc(OCC(F)(F)F)nc1)c1ccccc1 | -4 | 11 | x | -0.7 | 8 | -32 | -1 | -15 | -21
CCOC(=O)C1CCN(S(=O)(=O)c2ccc3[nH]c(=O)c(=O)[nH]c3c2)CC1 | 5 | 4 | 2 | 1.5 | -2 | 31 | 1 | 10 | 3
O=C1c2oc3ccccc3c(=O)c2C(c2cccc(Br)c2)N1Cc1ccco1 (stereo not given) | -3 | 1 | 4 | -0.9 | -2 | 18 | -15 | -4 | -1
O=C(COc1ccccc1)N1CCN(c2ncccn2)CC1 | -1 | 3 | 1 | 2.0 | -11 | 24 | 0 | 7 | -2
Cc1nn(C)cc1CN1CCC(CO)(CCOc2ccccc2)CC1 | 0 | 5 | 6 | -1.6 | -4 | 3 | 3 | -13 | -17
O=C(COC(=O)c1ccc2c(c1)OCO2)NC1CCS(=O)(=O)C1 (stereo not given) | 3 | 5 | 0 | 1.0 | -17 | 13 | 4[fluorescence artefact?] | -9 | -2
COC(=O)NNC(=O)c1ccc(C)c(Br)c1 | 4 | 11 | 8 | 0.8 | -28 | 25 | 1 | -4 | -3
Cc1ccc(S(=O)(=O)N/N=C2\C(=O)C3(C)CCC2C3(C)C)cc1 (stereo not given) | -1 | 3 | 1 | 3.1 | 0 | 29 | 0 | 2 | -8
S=C(NCc1ccco1)N1CCN(c2ccc(Cl)cc2)CC1 | -2 | 12 | 5 | -0.9 | 1 | -48 | -1 | -15 | -16
COCCCn1c(O)c(/C=C2\N=C(C#N)C(=Nc3ccc(C)cc3)O2)sc1=S | -1 | 9 | x | 1.4 | -3 | -41 | 1 | 27 | 37*
O=c1c(N=Nc2ccc(O)cc2)c(-c2ccccc2)[nH]n1-c1ccc([N+](=O)[O-])cc1 | -5 | 0 | -3 | -0.2 | -18 | 7 | 16 | 17 | 7
COc1cc(OC)nc(Oc2ccccc2C(=O)Oc2cccc(C)c2)n1 | -2 | -1 | 7 | 0.2 | 6 | 45 | 6 | 2 | -10
O=C(NCCCN1CCOCC1)c1cccs1 | 4 | 8 | 0 | 0.8 | -2 | -1 | -8 | -3 | 1
COc1nc(-c2ccccc2)ccc1-c1noc(-c2ccco2)n1 | 1 | 6 | 10 | 2.5 | -22 | 57 | -7[fluorescence artefact?] | -21 | -7
O=C(O)C1Nc2c(O)cccc2C2C=CCC12 (stereo not given) | 23* | 10 | 2 | 0.6 | 11 | 20 | 48*[fluorescence artefact?] | 3 | -1
Cc1ccc([N+](=O)[O-])c2c1C(N1CCCCC1)C(C)(C)O2 (stereo not given) | 4 | -1 | 10 | 0.8 | -18 | 58 | -1 | -13 | -12

Three entries already listed, arranged by SMILES length, ascending.
SMILES | p97 ATPase inh | PGE2 EP2 inh | NPY Y1 blocker | S1P4 agonist | S1P4 antag | EP2 mod | eIF4E-4G inh | NPY1 pot ag | NPY2 pot ag
COc1cc(OC)nc(Oc2ccccc2C(=O)Oc2cccc(C)c2)n1 | -2 | -1 | 7 | 0.2 | 6 | 45 | 6 | 2 | -10
O=C(COc1ccccc1[N+](=O)[O-])OC1CCS(=O)(=O)C1 (stereo not given) | 5 | 6 | -3 | -0.7 | 11 | 23 | 0 | 4 | -2
O=S(=O)(Nc1nc2ccccc2nc1-[n+]1cccc(N=C([O-])c2ccccc2Cl)c1)c1ccccc1 | -1 | 13 | x | -0.2 | 4 | -11 | 0 | 16 | 1

Rewritten as a markdown table: 4 of the compounds above
| molecule | p97 ATPase inh | PGE2 EP2 inh | NPY Y1 blocker | S1P4 agonist | S1P4 antag | EP2 mod | eIF4E-4G inh | NPY1 pot ag | NPY2 pot ag |
| --- | --- | --- | --- | --- | --- | --- | --- | --- | --- |
| CCOC(=O)C1CCN(S(=O)(=O)c2ccc3[nH]c(=O)c(=O)[nH]c3c2)CC1 | 5 | 4 | 2 | 1.5 | -2 | 31 | 1 | 10 | 3 |
| O=C1c2oc3ccccc3c(=O)c2C(c2cccc(Br)c2)N1Cc1ccco1 (stereo not given) | -3 | 1 | 4 | -0.9 | -2 | 18 | -15 | -4 | -1 |
| O=C(COc1ccccc1)N1CCN(c2ncccn2)CC1 | -1 | 3 | 1 | 2.0 | -11 | 24 | 0 | 7 | -2 |
| Cc1nn(C)cc1CN1CCC(CO)(CCOc2ccccc2)CC1 | 0 | 5 | 6 | -1.6 | -4 | 3 | 3 | -13 | -17 |

Some entries already given, limited to p97 ATPase inh and NPY Y1 blocker:
molecule | p97 ATPase inh | NPY Y1 blocker
COc1cc(OC)nc(Oc2ccccc2C(=O)Oc2cccc(C)c2)n1 | -2 | 7
NC(=NC(=O)c1ccc(OCC(F)(F)F)nc1)c1ccccc1 | -4 | x
O=S(=O)(Nc1nc2ccccc2nc1-[n+]1cccc(N=C([O-])c2ccccc2Cl)c1)c1ccccc1 | -1 | x
CC1CCOC(c2coc3ccccc3c2=O)O1 (stereo not given) | -6 | -3

(next part)
SMILES | p97 ATPase inh | PGE2 EP2 inh | NPY Y1 blocker | S1P4 agonist | S1P4 antag | EP2 mod | eIF4E-4G inh | NPY1 pot ag | NPY2 pot ag
CCC(C)(C)NC(=O)CN(Cc1ccc2c(c1)OCO2)C(=O)CCC(=O)Nc1nccs1 | 2 | 8 | -1 | -2.1 | -15 | 23 | 5 | -5 | -1
COc1ccc(C(=O)C(OC(=O)c2ccccc2)c2ccccc2)cc1 (stereo not given) | -10 | x | 3 | -0.2 | -10 | 20 | 0 | -20 | -6
Cn1cc(S(=O)(=O)N2CCCC(C(=O)O)C2)cn1 (stereo not given) | 5 | 7 | -8 | 2.3 | -14 | 38 | -1 | -9 | 3
Cn1ncc2c(O/N=C(\N)c3ccc(C(C)(C)C)cc3)ncnc21 | 1 | 8 | x | 0.8 | 21 | -33 | 0 | 44 | 29
O=c1[nH]c(=O)n(CCO)c2nnn(Cc3ccccc3)c12 | 0 | 12&16 | 6 | 1.5 | 2 | 24&-7 | -3 | 10 | 2
CCCOc1ccc(NC(=O)CC2C(=O)N(C)C(=S)N2Cc2cccs2)cc1 (stereo not given) | -5 | 3 | -4 | -1.3 | -16 | -4 | -3 | 5 | 16
CCCNS(=O)(=O)c1ccc(CCC(=O)NCc2ccco2)cc1 | -3 | 5 | -4 | 0.2 | -4 | -1 | 8 | -3 | -6
COc1cc(C)c(Cl)c(C)c1S(=O)(=O)NCc1ccc2c(c1)OCO2 | 0 | 9 | 2 | -1.6 | 12 | 0 | 3 | -12 | 7
CC1CC1C(=O)Nc1nc(-c2ccccn2)cs1 (stereo not given) | 5 | 13 | 6 | 0.9 | 1 | -10 | -3 | -12 | 6
Cc1ccc(O)c(C(CC(=O)NC2CCCCC2)c2ccccc2)c1 (stereo not given) | -4 | 9 | 2 | -0.1 | 2 | 8 | 0 | -5 | -14
CC1(C)CC(=O)C2=C(C1)N(c1ccc(F)cc1)C(=O)NC2(C(F)(F)F)C(F)(F)F | 1 | 9 | 7 | -3.5 | -5 | 32 | -7 | 21 | 3
CC(C)(C)c1csc(NC(=O)Cn2cnc3ccccc3c2=O)n1 | 0 | x | 3 | -0.2 | -24 | -1 | 1 | -25 | -1
CCCCCCc1cc2cc(-c3nnc(-c4cccc(OC)c4)o3)c(=O)oc2cc1O | 4 | x | -5 | 2.5 | -16 | x | x | 12 | 15
O=C1CCC(=O)N1CCC(c1ccc(F)cc1)c1ccco1 (stereo not given) | 0 | 3 | 0 | -0.9 | 1 | 27 | -2[fluorescence artefact?] | 12 | 9
Cc1ccc(/C=C2\Oc3c(ccc(O)c3CN3CCN(C)CC3)C2=O)cc1 | 6 | 16 | 3 | 0.5 | 2 | -9 | 0 | 8 | 3
O=C(Nc1ccc(S(=O)(=O)N2CCCCCC2)cc1)c1ccco1 | 2 | 2 | -4 | 0.5 | 6 | -21 | -4 | -3 | -6
COc1ccc(CNC(=O)c2cc(-c3ccccc3OC)on2)cc1 | -1 | 18 | 5 | -0.8 | 1 | -41 | 2 | -13 | -25
O=S1(=O)N=C(Nc2ccc(O)c(CN3CCCCC3)c2)c2ccccc21 | 13 | x | 4 | 0.2 | -15 | -9 | 3 | 6 | -5
CCOC(=O)c1ccc2[nH]cc(C(C)=O)c(=O)c2c1 | 2 | 13 | -7 | 1.3 | -14 | 20 | 5 | -5 | 11
COc1cccc(C2C(C(=O)NCc3ccccc3)=C(C)Nc3ncnn32)c1 (stereo not given) | 3 | 2 | 5 | 1.6 | 0 | 5 | -7 | -4 | 17
CCCn1nc(C(=O)Nc2cc(C(=O)OC)ccc2C)c2ccccc2c1=O | 3 | 7 | -3 | 2.9 | -12 | 12 | -3[fluorescence artefact?] | 23 | 13
O=C(c1ccc(Br)o1)N(Cc1ccccc1)c1ccccn1 | 1 | 7 | -3 | 1.1 | 12 | 10 | 5 | -11 | 13
Cc1ccc(NC(=O)CCC(=O)OC(C(=O)c2ccc(C)c(C)c2)c2ccccc2)c(C)c1 (stereo not given) | -9 | 8 | 5 | -1.1 | -25 | 16 | 6 | 12 | 4
Cc1cccc(Nc2nc(N3CCCC3)nc(N3CCCC3)n2)c1 | 0 | 6 | 2 | 0.1 | -1 | 37 | -3 | -12 | 18
COc1ccccc1/C=C/C=N/n1c(-c2ccc(C)cc2)n[nH]c1=S | 6 | 10 | 2 | -3.6 | -7 | 4 | -2[fluorescence artefact?] | -25 | -9
CC(NC(=O)c1ccc(Cl)cc1)C(=O)NC1=NCCS1 (stereo not given) | 1 | 10 | 1 | 2.5 | -10 | 1 | -6 | -9 | 2
CCOCCCNC(=O)C(NC(=O)c1ccccn1)c1ccc(C)cc1 (stereo not given) | -6 | 14 | 4 | -1.4 | -11 | 21 | 2[fluorescence artefact?] | -11 | 2
Cc1cccc(NC(=O)CSc2nc3[nH]ncc3c(=O)[nH]2)c1 | -1 | 6 | 6 | -0.6 | -10 | -1 | 3[fluorescence artefact?] | -17 | -6
